High-throughput results from PubChem.
S1P4 antag: blocks the human S1P4 receptor; actives 0.26% (n = 220,000); AID 1510; inhibition, % at 4.98 µM; S1P4-expressing cells, antagonist mode, reporter read-out; O95977; in the data active means inhibition above about 29%;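 further: 0% = wells stimulated with agonist and 100% = vehicle wells without agonist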
Target sequence (O95977 whole entry, looked up): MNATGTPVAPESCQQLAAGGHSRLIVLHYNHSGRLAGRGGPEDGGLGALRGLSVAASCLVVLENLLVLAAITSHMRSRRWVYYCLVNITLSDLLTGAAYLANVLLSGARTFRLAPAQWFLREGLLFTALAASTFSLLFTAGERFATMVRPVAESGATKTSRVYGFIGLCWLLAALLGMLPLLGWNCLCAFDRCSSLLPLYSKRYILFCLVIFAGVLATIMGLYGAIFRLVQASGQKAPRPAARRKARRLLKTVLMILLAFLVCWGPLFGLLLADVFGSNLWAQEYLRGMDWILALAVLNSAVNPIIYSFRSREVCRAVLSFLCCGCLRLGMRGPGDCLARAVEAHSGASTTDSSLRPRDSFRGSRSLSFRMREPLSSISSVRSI
Mdm2 ligase inh: inhibitors of human Mdm2 E3 ubiquitin ligase | Q00987 | actives 0.11% (n = 210,000) | AID 1230 | cell-based MDM2 ubiquitination luciferase reporter, 2 h; 0 = plate control, 100 = twice control, blank-subtracted | signal enhancement, % at 5 µM;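 active means signal enhancement of 30% or more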;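 further: luminescence tracks abundance of the self-degrading MDM2-luciferase fusion protein; higher signal means inhibition of MDM2 E3 ligase activity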
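Assay system: stable mammalian line carrying autodegrading MDM2–luciferase fusion reporter; amount: 2000 cells seeded into each well; buffer or medium: DMEM; benchmarks: plate control and blank wells; signal: luciferase luminescence; timing: 2 h compound exposure at 37 °C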
Wee1 degr inh: human Wee1 degradation inhibition, primary screen | P30291 | actives 1.2% (n = 220,000) | AID 1321 | reporter increase, % at 5 µM | HeLa Luc-Wee1K328M stability, luciferase luminescence; 100% = proteasome inhibitor MG132 effect;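 active means activation above the mean of all tested compounds plus 3 SD, set per screening run, cut at about 8.8% in these data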;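 further: cells exposed to compound for 20 h before luminescence read; 0% = DMSO alone and 100% = MG132 at 30 µM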
S1P4 agonist: human S1P4 receptor agonism; actives 0.35% (n = 220,000); S1P4-expressing cell line, agonist reporter assay; activation, % at 4.98 µM; in the data active means activation above about 11%;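 further: 0% = DMSO vehicle and 100% = reference agonist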
Ba/F3 V617F tox: loss of viability in JAK2V617F-driven Ba/F3 cells | Ba/F3 EpoR-JAK2V617F viability, ATP luminescence | inhibition, % at 5.6 µM | actives 1.1% (n = 220,000) | AID 1446;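 active means inhibition above the campaign mean plus 3 SD over all tested compounds, cut at about 24% in these data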;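 further: cytokine-independent growth of Ba/F3 cells driven by EpoR plus mutant JAK2; 0% = DMSO-treated cells and 100% = JAK inhibitor I control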
PERK inh: human PERK inhibition, primary cell-based screen. inhibition, % at 5.6 µM. CHO PERK-DD fusion, SEAP luminescence translation reporter. actives 0.17% (n = 220,000). Q9NZJ5. AID 1416;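 active means inhibition above the mean inhibition of all tested compounds plus 3 SD, set separately per screening campaign, cut at about 2.9% in these data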;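 further: PERK kinase domain activated by AP20187 dimerizer at 100 nM; 0% = DMSO with dimerizer and 100% = rapamycin at 8.4 µM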
eIF4E-4G inh: inhibitors of eIF4E and eIF4G interaction in translation initiation; P63073+Q04637; TR-FRET eIF4E-eIF4GI(517-606) binding, 2 h; inhibition, % at 21.7 µM; actives 0.37% (n = 220,000);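 active means inhibition above about 30%, limit read from the data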;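 further: 0% = full FRET control wells and 100% = background wells lacking eIF4GI fragment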
NPY-Y2 PAM-ag: potentiates or activates human NPY-Y2 receptor; P49146; cells expressing NPY-Y2, potentiator/agonist read-out; activation, % at 3.6 µM; actives 0.45% (n = 220,000); AID 1359; in the data active means activation above about 27%;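 further: cells stimulated with NPY near EC25 plus isoproterenol at EC100; 0% = vehicle plus submaximal agonist and 100% = vehicle plus saturating agonist; some results beyond the cut were filed as inactive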
Target sequence (P49146 whole entry, looked up): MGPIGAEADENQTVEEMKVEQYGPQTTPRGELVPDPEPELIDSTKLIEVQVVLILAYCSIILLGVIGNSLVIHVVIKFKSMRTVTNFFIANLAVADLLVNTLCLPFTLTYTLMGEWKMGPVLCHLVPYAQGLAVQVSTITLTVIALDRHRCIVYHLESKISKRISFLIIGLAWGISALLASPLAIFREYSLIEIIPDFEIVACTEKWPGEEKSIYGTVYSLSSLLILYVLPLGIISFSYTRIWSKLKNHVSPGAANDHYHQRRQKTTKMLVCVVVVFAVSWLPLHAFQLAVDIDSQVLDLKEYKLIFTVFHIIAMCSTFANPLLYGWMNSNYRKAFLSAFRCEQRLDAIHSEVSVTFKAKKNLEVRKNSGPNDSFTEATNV
BaF3 tox: counter-screen for JAK2V617F inhibitors: parental Ba/F3 viability inhibitors; CellTiter-Glo ATP luminescence; inhibition, % at 5.6 µM; actives 1.1% (n = 220,000);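 active means inhibition above a per-campaign cutoff, the mean inhibition of all tested compounds plus 3 SD, cut at about 27% in these data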;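 further: 0% = DMSO wells and 100% = JAK Inhibitor I control wells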
Starred values were filed as active, the others as inactive; · = no result given; [ ] = another dose, or the depositor's remark.

SMILES	S1P4 antag	Mdm2 ligase inh	Wee1 degr inh	S1P4 agonist	Ba/F3 V617F tox	PERK inh	eIF4E-4G inh	NPY-Y2 PAM-ag	BaF3 tox
Cc1ccc(Nc2nc(C(=O)N3CCC(C(=O)NC(C)C)CC3)cs2)cc1	-6	·	1	0.3	1	0.5	1	-16	3
Cc1onc(-c2ccccc2)c1C(=O)c1c[nH]c(C(=O)NCc2ccccn2)c1	17	-14	-1	-0.1	2	0.0	-1	4	10
CCC(C)n1c(-c2cccc(S(=O)(=O)N(CC)CC)c2)n[nH]c1=S (centres undefined)	-7	·	2	0.0	-2	0.8	1	6	8
O=CC1=C(N2CCOCC2)/C(=C/c2ccc(Cl)cc2)CC1	-1	-11	-1	-0.1	0	-0.5	0	-3	1
CCOC(=O)c1cc(-c2ccc(OC)cc2)n(CCC(=O)NC2CCN(Cc3ccccc3)CC2)c1C	-17	2	-2	0.1	-2	-0.4	2	-11	3
O=C(CNC(=S)NC(=O)c1ccc(F)cc1)c1ccccc1	-2	-9	2	-3.4	-1	0.9	1	-13	6
C=CCn1c(-c2csc3c2CCC(C)C3)n[nH]c1=S (centres undefined)	-24	-10	2	1.6	-3	0.1	5[fluorescence artefact?]	3	0
Cc1cccc(C)c1OCC(=O)Nc1cccc(NC(=O)c2ccco2)c1	-14	-1	-2	-0.1	-4	-0.9	1	-18	0
CC(=O)c1ccc(/C=C/c2nc3ccccc3n2C)o1	-18	-23	6	1.5	-5	0.9	-7	8	-3
CCC(C)(C)NC(=O)CN(C(=O)CCC(=O)Nc1ccccn1)c1ccc(F)c(Cl)c1	-12	-11	0	-0.6	-1	-0.7	-1	-7	4
CC(=O)Nc1nnc(-c2c(-c3ccccc3Cl)noc2C)o1	-3	-6	-1	2.4	1	-0.4	4	-3	-1
Cc1ccc(-c2c[n+](CC(=O)Nc3ccc(C)cc3C)c3n2CCC3)cc1	-26	-5	-2	1.8	-1	-0.1	-1	-11	2
CC(C)NC(=O)COC(=O)c1ccc(Oc2ccccc2)cc1	-9	-3	-2	1.4	-2	0.7	7[fluorescence artefact?]	-22	6
CCN(CC)S(=O)(=O)c1ccc(S(=O)(=O)N(CC(=O)Nc2ccccc2)Cc2ccco2)cc1	-8	2	3	3.0	0	-0.1	-2	-3	4
O=C(NN=C1CCCCCC1)C(=O)Nc1cccc(Br)c1	-18	-9	0	-0.3	2	-0.3	-15	-5	11
COc1cc2nc(CN3CCC(Cc4ccccc4)CC3)[nH]c(=O)c2cc1OC	6	-17	-1	-0.3	1	0.9	-6	7	7
Cc1cc(C)n2nc(SCN3C(=O)c4ccccc4C3=O)nc2n1	-1	-1	-1	0.9	-6	0.6	-13	-3	-1
COC(=O)CSc1cnc2ccccc2n1	3	1	1	0.9	-2	1.0	6	2	0
Oc1ccccc1-c1nnc(-c2ccc(C(F)(F)F)cc2)o1	1	-9	1	-1.6	-3	1.5	0	-13	3
CCOc1ccc(C(=O)CCNC(Cc2cnc[nH]2)C(=O)O)cc1 (centres undefined)	-16	-3	-1	0.7	1	2.0	-3	-6	6
CCOc1ccc(C(=O)/C=C/Nc2ccc(S(=O)(=O)N=C(N)N)cc2)cc1	-11	-2	3	4.0	-4	0.7	1	-12	1
COc1ccccc1C1/C(=C(/O)c2ccccc2)C(=O)C(=O)N1CCO (centres undefined)	-3	1	-3	0.5	0	0.7	14	-24	6
CN(c1ccc([N+](=O)[O-])cc1/C=N/NC(=O)COc1ccccc1)C1CCCCC1	-1	5	-2	1.0	-4	0.7	13[fluorescence artefact?]	-5	1
Cc1sc2nc(CSCC(=O)N(C)c3ccccc3)[nH]c(=O)c2c1C	-14	-8	1	0.9	-3	-0.4	1[fluorescence artefact?]	0	3
CC(C)C(=O)NC(c1ccco1)c1ccc2cccnc2c1O (centres undefined)	-3	0	6	0.3	51*	-0.6	-4	-5	60*

(list continues)
SMILES	S1P4 antag	Mdm2 ligase inh	Wee1 degr inh	S1P4 agonist	Ba/F3 V617F tox	PERK inh	eIF4E-4G inh	NPY-Y2 PAM-ag	BaF3 tox
CCOc1ccc(C(=O)CC(NCc2cccs2)C(=O)O)cc1 (centres undefined)	-8	-4	4	0.8	2	1.2	3	-7	4
NC(=O)C1=C[C@H](C2CCCCC2)C[C@H](OCc2ccc(CO)cc2)O1	12	·	3	0.3	-3	0.4	0	8	0
CC(C)(CO)NC(=O)CC1C(=O)NCCN1CC(c1ccccc1)c1ccccc1 (centres undefined)	10	3	-2	-0.3	-3	0.4	-3	6	1
Cc1c(C(=O)N2CCN(c3ccc(F)cc3)CC2)sc2nc(-c3ccccc3)cn12	2	-17	-2	0.1	-3	-0.1	3	10	2
Cc1cc(N2CCCCC2)n2ncc(-c3ccc(Cl)cc3)c2n1	-9	-15	-2	-1.3	-5	1.6	4	2	-3
Cc1nn(C)c(Oc2ccccc2)c1[N+](=O)[O-]	-1	-7	-2	0.1	-1	1.0	10	2	-1
CCC(=O)Nc1ccc(Cl)c(NC(=S)NC(=O)c2ccco2)c1	-7	·	8	0.7	-3	-0.4	-4	12	5
O=C(NCc1ccccc1)C1=C[C@H](C2CCCCC2)C[C@H](OCc2ccc(CO)cc2)O1	1	·	0	-1.7	-5	1.9	4	-9	2
O=c1c2ccccc2cnn1-c1nc2ccccc2[nH]1	-14	-85	-4	1.3	65*	0.0	-2	4	65*
O=C(COc1ccccc1)Nc1ccccc1C(=O)NCc1ccco1	20	-1	1	-1.3	7	-1.7	-6	-18	10
Nc1nnnn1CC(=O)OCc1cccc(Br)c1	-25	-1	5	-3.6	-5	0.6	4	12	2
O=[N+]([O-])c1ccc(CSc2nnc3ccccn23)cc1	-16	-1	0	2.0	3	1.0	0	2	5
CC(C)Cn1c2c(c(O)c(C(=O)Nc3nccs3)c1=O)CCCC2	-17	-4	4	0.5	-4	0.2	-5	0	3
COc1ccc(CC(=O)NCc2nnc(SCC(=O)c3ccc(OC)cc3)n2C)cc1	-5	-6	2	-0.8	2	0.1	1	8	4
Cc1cccc(C)c1OCC(=O)Nc1oc(-c2ccccc2)c(-c2ccccc2)c1C#N	-19	·	-1	0.1	-4	0.3	·	-8	1
O=C(Cn1cnc2c(nnn2-c2cccc(Cl)c2)c1=O)NCc1ccccc1	5	0	4	-2.7	0	1.5	-1	3	0
COc1cc2c(cc1NC(=O)COC(=O)Cn1cnc3ccccc31)oc1ccccc12	9	-4	4	-1.5	-3	0.3	-5	5	4
O=C(O)c1cccc(N2C(=O)c3cccnc3C2=O)c1	2	-9	1	0.4	-1	-0.5	-3	-2	0
CN(C)c1ccc(/C=N/NC(=O)c2nonc2N)cc1[N+](=O)[O-]	-1	14	0	0.7	-1	0.7	1	-15	11
O=C(/C=C/c1ccco1)Nc1ccc(Oc2ccc(Cl)cc2)cc1	7	-9	2	4.4	-1	1.4	2	5	3
CCC(C)(C)c1nnc(NC(=O)c2cccc([N+](=O)[O-])c2)s1	14	-14	2	1.3	5	-1.4	4[fluorescence artefact?]	6	6
CSc1nc2ccc(NC(=O)C3=NNC(=O)CC3)cc2s1	7	16	5	0.7	-1	-0.1	2	11	5
COc1ccc(/C=C/C(=O)N2CCCc3ccccc32)cc1	-7	-4	-1	-0.5	-1	0.1	2[fluorescence artefact?]	-9	7
CCC(C)c1ccc(OCCn2ccnc2)cc1 (centres undefined)	-14	-16	-3	1.4	5	-0.1	1	3	8
CC(=O)Nc1ccc(C(=O)OCc2ccc(F)cc2Cl)cc1	-2	-14	-3	-0.3	3	0.0	-3	7	11

Later entries.
SMILES	S1P4 antag	Mdm2 ligase inh	Wee1 degr inh	S1P4 agonist	Ba/F3 V617F tox	PERK inh	eIF4E-4G inh	NPY-Y2 PAM-ag	BaF3 tox
O=C(NCC(c1cccnc1)N1CCOCC1)Nc1ccccc1 (centres undefined)	-18	-14	1	-0.9	4	0.7	10	4	6
CCCCCCCC(=O)NN=C1CCN(Cc2ccccc2)CC1	-12	-10	6	-4.0	0	0.1	5	-26	7
Cc1ccc(C)n1-c1ccc(-c2ccn[nH]2)cc1	-2	-21	2	0.6	5	-0.2	4	-3	7
O=C1CC(c2ccccc2Cl)Cc2c1cnn2-c1nc2ccccc2s1 (centres undefined)	-9	-9	-2	1.9	3	0.4	-1[fluorescence artefact?]	0	9
CCCN=C1NC(=O)C(CC(=O)NCCc2ccc(OC)c(OC)c2)S1 (centres undefined)	-12	-16	-1	1.6	-4	0.4	3	4	2
Cn1c2c(c3ccccc31)CCSC2=O	-28	10	0	1.2	3	-0.2	2	-5	1
CCOc1ccc(C(=S)N2CCOCC2)cc1OC	-10	4	-2	-0.6	-1	0.0	2[fluorescence artefact?]	-13	4
COc1ccc2cc(CN(CC3CCCO3)C(=O)Nc3ccccc3OC)c(=O)[nH]c2c1 (centres undefined)	-14	-21	0	2.5	4	0.2	0	0	3
COc1ccc(NC(=O)c2cn(CCC#N)nc2-c2cccs2)cc1	-14	·	3	-0.6	-3	0.0	-1	12	6
O=c1[nH]c2cc3c(cc2cc1C(c1nnnn1C1CCCCC1)N1CCSCC1)OCCO3 (centres undefined)	-3	-16	2	1.3	-6	0.7	5[fluorescence artefact?]	10	1
CC1CCCCC1NC(=O)/C=C/c1nc2ccccc2s1 (centres undefined)	12	-13	3	-4.4	-3	0.2	2	-2	1
O=C(Nc1nccs1)C1CCN(S(=O)(=O)c2ccc(Cl)c(C(F)(F)F)c2)CC1	-8	-6	0	0.5	-3	-0.1	3[fluorescence artefact?]	-10	1
O=C(NN1C(=O)/C(=C/c2cccs2)SC1=S)c1ccncc1	-1	-4	4	-0.3	-4	0.9	-8	-30	-2
COc1cnc(-c2ccccn2)nc1Oc1ccccc1Cl	-8	-2	-3	-1.1	-5	-1.4	-10	-5	0
CC(C)n1nnnc1-c1cccc(Cl)c1	-14	-13	1	0.6	-1	1.4	4	7	3
CCC(=O)N(Cc1cc2cccc(C)c2[nH]c1=O)c1ccccc1OC	5	-11	-3	-1.1	1	-1.1	0	2	6
O=C(c1ccc(Cl)s1)N1CCc2ccccc21	-9	-2	8	0.0	1	0.2	-2	-13	5
C=CCn1c(SCc2nc3ccccc3[nH]2)nnc1-c1ccccn1	-5	4	2	-0.9	-2	-0.6	0	-3	1
COc1ccc2c(c1)CC(=O)NC=C2	0	4	1	2.8	0	1.7	3	-18	5
CCOC(=O)C1=C(O)/C(=C/c2ccc(-c3ccccc3C(=O)O)o2)SC1=Nc1ccc(OC)cc1	25	-10	8	-3.0	-2	0.7	2[fluorescence artefact?]	-11	4
CC(C)NC(=O)c1ccc(OC2CSC2)cc1	-15	4	1	-0.6	-3	1.0	-1	-2	2
CC1=NOC(=O)/C1=C/c1ccc(N(C)C)cc1	-22	-7	-4	3.4	2	-0.4	1[fluorescence artefact?]	-8	0
CC(=O)NCC(=O)OCN1C(=O)c2ccccc2C1=O	-23	12	-3	-0.4	0	1.8	-5	-9	4
CC(=O)Nc1sc(N/N=C/c2ccc(N(C)C)cc2)nc1-c1ccc(C)cc1	0	-8	6	0.1	-4	-0.4	-2	7	1
O=C1c2cccc3c(O)ccc(c23)C(=O)N1Cc1ccccc1	9	-15	-1	0.9	-1	0.9	3[fluorescence artefact?]	6	0

Results in PERK inh and Ba/F3 V617F tox, for some of the entries so far:
Compound	PERK inh	Ba/F3 V617F tox
CCOc1ccc(C(=S)N2CCOCC2)cc1OC	0.0	-1
CC(=O)Nc1sc(N/N=C/c2ccc(N(C)C)cc2)nc1-c1ccc(C)cc1	-0.4	-4
